Bioassay records: PubChem, National Center for Advancing Translational Sciences (NCATS)
SW480 rerep: DNA re-replication induction in SW480 cells; SW480 DNA re-replication, Hoechst DNA content imaging, 48 h; Potency, µM (top dose mostly 46.1 µM), inactives show top-dose re-replication activation, actives largely listed as activators; hit rate 1.8% among 340,000; also: potency is read from the fitted curve at half-maximal effect; % of control where 0% means no effect; nearly all actives have a fitted effect of over 55% in size
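Cells (250 per well) received 23 nL compound or DMSO by pin tool and were kept 48 hr at 37 C, 5% CO2. Nuclei were then stained with Hoechst for 40 min and scanned for DNA content.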
GLP-1R agonist: GLP-1 receptor (human) agonism. hit rate 0.007% among 380,000. P43220. Potency, µM (top dose mostly 45.6 µM), inactives show top-dose activation, hits mostly activators. HEK293 GLP-1R CRE-luciferase, luminescence, 4-6 h; cells express a hypersensitive GLP-1R form; also: potency is read from the fitted curve at half-maximal effect; % of control where 0% means no effect
Target sequence (P43220 whole entry, looked up): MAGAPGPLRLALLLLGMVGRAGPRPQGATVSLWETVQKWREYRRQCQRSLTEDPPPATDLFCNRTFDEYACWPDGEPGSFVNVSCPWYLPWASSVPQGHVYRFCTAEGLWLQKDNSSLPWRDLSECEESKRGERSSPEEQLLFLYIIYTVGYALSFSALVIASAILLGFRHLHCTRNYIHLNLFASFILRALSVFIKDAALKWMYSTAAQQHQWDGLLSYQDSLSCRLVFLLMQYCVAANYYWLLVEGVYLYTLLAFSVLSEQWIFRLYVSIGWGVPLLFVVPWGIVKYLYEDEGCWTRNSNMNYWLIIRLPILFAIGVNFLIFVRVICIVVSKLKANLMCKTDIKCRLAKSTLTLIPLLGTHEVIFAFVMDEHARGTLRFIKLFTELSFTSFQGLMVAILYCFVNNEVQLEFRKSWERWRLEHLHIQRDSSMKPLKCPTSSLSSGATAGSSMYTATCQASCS
IL-1B inflam inh: blocks inflammasome-driven IL-1 beta release. THP-1 LPS/ATP IL-1B secretion, AlphaLISA, 16 h; active compounds read low. activity change, % at 57.5 µM. hit rate 4.7% among 360,000. AID 743279; in the data active = activity change below about -50%; inconclusive = mostly about -30% to -49%; also: % is scaled to controls: 0 for no effect and ±100 for the full control effect
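Secreted IL-1B measured by AlphaLISA bead assay after 16 h compound exposure of THP-1 cells; compounds (final up to 57.5 uM) added 1 h before LPS (250 ng/mL) and ATP (1.25 mM) stimulation; lower signal means less secretion.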
HT1080 IDH1KD tx: toxicity to HT-1080 IDH1 knockdown cells (counter line); HT-1080 IDH1 knockdown viability, ATP luminescence, 48 h; hit rate 2% among 360,000; Potency, µM (highest dose often 46.1 µM), inactives show at the top dose activity, negative = toxicity, actives largely listed as cytotoxic;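 also: potency is read from the fitted curve at half-maximal effect; 0% = DMSO wells and -100% = cell-free medium wells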
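IDH1KD HT-1080 cells, 750/well, RPMI + 5% FBS; compound pinned after 2 h settling; 48 h, 37 °C; CellTiter-Glo luminescence; % activity normalised to DMSO and no-cell wells; curves fitted, classed by r2 and efficacy.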
DRD3 antagonist: antagonists of human D3 dopamine receptor; D3R cells, DiscoveRx beta-arrestin luminescence, antagonist mode; active compounds read low; max response, negative = inhibition, %; hit rate 2.5% among 360,000; in the data active = max response below about -50%; inconclusive = no clear call, values can overlap the other calls; also: % is scaled to controls: 0 for no effect and ±100 for the full control effect; mostly tested at two doses, the higher about 12 µM
Target sequence (P35462 whole entry, looked up): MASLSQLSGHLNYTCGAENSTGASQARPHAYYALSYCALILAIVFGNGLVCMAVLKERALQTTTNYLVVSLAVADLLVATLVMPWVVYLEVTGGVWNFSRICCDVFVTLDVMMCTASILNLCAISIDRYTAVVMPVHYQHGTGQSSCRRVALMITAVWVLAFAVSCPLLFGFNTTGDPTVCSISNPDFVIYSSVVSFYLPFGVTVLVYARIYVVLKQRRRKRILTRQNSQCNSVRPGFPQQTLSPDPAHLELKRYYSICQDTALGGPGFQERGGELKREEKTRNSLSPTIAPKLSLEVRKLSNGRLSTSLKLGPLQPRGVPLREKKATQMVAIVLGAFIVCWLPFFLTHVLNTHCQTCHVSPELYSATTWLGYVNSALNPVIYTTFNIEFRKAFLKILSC
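Cells expressing the human receptor were seeded at 1500 cells/well, incubated overnight at 37 degrees C in 5% CO2, then exposed to library compounds with dopamine controls for 90 minutes at 37 degrees C before luminescent detection.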
KB-V1 MDR tox: KB-V1 MDR subline cytotoxicity; KB-V1 MDR cells viability, CellTiter-Glo, 72 h; Potency, µM (titrated, usually from 46.1 µM), inactives show top-dose activity change, negative = cytotoxicity, hits mostly cytotoxic; hit rate 3.4% among 400,000; AID 1347076; also: potency is read from the fitted curve at half-maximal effect; % is scaled to controls: 0 for no effect and ±100 for the full control effect; nearly all actives have a fitted effect of over 60% in size
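qHTS viability screen in drug-selected KB-V1 MDR cells: 72 h compound treatment at 37 degrees C, ATP luminescence end point.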
KB-3-1 tox: KB-3-1 parental cell cytotoxicity; KB-3-1 viability, CellTiter-Glo ATP luminescence, 72 h; Potency, µM (doses to about 46.1 µM), for the others: at the top dose activity change, negative = cytotoxic, actives largely listed as cytotoxic; hit rate 1.4% among 400,000; AID 1347075; also: potency is read from the fitted curve at half-maximal effect; % is scaled to controls: 0 for no effect and ±100 for the full control effect; nearly all actives have a fitted effect of over 60% in size
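Cells are dispensed, compounds pinned in, plates held at 37 °C for 72 h, then CellTiter-Glo is added and luminescence read after 10 minutes. Cell line: parental KB-3-1 in phenol-red-free DMEM, 10% FBS.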
DRD3 agonist: D3 dopamine receptor (human) agonism. D3R DiscoveRx beta-arrestin cells, luminescence, 90 min. max activation, %. hit rate 0.58% among 410,000. AID 652048. P35462; in the data active = max activation above about 30%; also: 0% is about no effect; mostly tested at two doses, the higher about 12 µM
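Cells at 1500/well, incubated overnight, then treated with pinned compounds (dopamine as control) for 90 min at 37 degrees C. DiscoveRx reagent added for 30 - 60 minutes at room temperature; luminescence read.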
HT1080NT lethal: kills 2HG-producing HT-1080-NT fibrosarcoma cells; hit rate 1.6% among 360,000; HT-1080-NT fibrosarcoma viability, CellTiter-Glo ATP luminescence, 48 h; AID 686970; Potency, µM (doses to about 46.1 µM), inactives show top-dose activity, negative = less viability, usual class: cytotoxic;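 also: NT is the 2HG producing partner of a matched IDH1 knockdown line; potency is read from the fitted curve at half-maximal effect; 0% = DMSO-treated cells and -100% = media-only wells without cells; nearly all actives have a fitted effect of over 55% in size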
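Read-out is CellTiter-Glo luminescence after 10 minutes at room temperature, following 48 hours' compound treatment of HT-1080-NT cells (750 cells/well, RPMI, 5% FBS, 37 degrees C).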
Active calls of the source: *; ? = inconclusive; . = no result given; & = joins results of further samples. Unless noted, calls follow the shape of the dose curve; as a rule, active = well fitted curve in the direction sought with a large enough effect; inconclusive = small, poorly fitted or top-dose-only effect, or another doubt; inactive = no such curve, though single readings can be large; an effect the other way counts as inactive or inconclusive.

SMILES	SW480 rerep	GLP-1R agonist	IL-1B inflam inh	HT1080 IDH1KD tx	DRD3 antagonist	KB-V1 MDR tox	KB-3-1 tox	DRD3 agonist	HT1080NT lethal
O=C(COC(=O)c1c(Cl)cccc1Cl)NC1CCCCC1	-6%	25%	-4	0%	-5	0%	7%	-1	3%
Cc1ccc(NC(=O)CC2OC(=O)c3ccccc32)cc1S(=O)(=O)N1CCOCC1 (centres undefined)	3%	2%	12	10%	13	18%	6%	1	5%
CCCCc1ccc(N2C(=NC(=O)C3CCCO3)SC3CS(=O)(=O)CC32)cc1 (centres undefined)	-6%	-5%	?	-16%	6	10%	2%	-6	4%
Cc1[nH]c(=O)[nH]c(=O)c1/C=N/NC(=O)CCCCCNC(=O)OC(C)(C)C	0%	1%	13	21%	4	3%	11%	4	29%
Cc1ccc(/C(N)=N/OC(=O)/C=C/c2ccccc2)cc1	-4%	7%	-12	10%	0	?	4%	-2	8%
COc1cccc2c1[C@@H]1CN(CCCCn3c(=O)[nH]c4c(sc5ncc(-c6ccccc6)nc54)c3=O)C[C@@H]1CO2	-4%	-3%&-6%	?	?	-99*	-12%	-4%	-16&-28	?
O=C(O)c1ccccc1N=Nc1ccc(O)cc1	1.2µM*	-8%	-28	?	-71*	-7%	0%	-52	?
CCOC(=O)[C@H]1[C@H]2COc3ccc(OC)cc3[C@@H]2N2C(=O)[C@H](C)NC(=O)[C@@]12C	-1%	-3%	0	15%	14	29%	31%	3	3%
O=C(C1=C[C@@H]2[C@H]3C(=O)N(c4ccc(Cl)cc4)C(=O)[C@H]3[C@@H](C(=O)c3ccc(Cl)cc3)N2C=C1)c1ccccc1	0%	2%	3	-7%	-1	3%	-22%	-2	-2%
COc1ccc(-c2noc(-c3ccoc3C)n2)cc1OC	-17%	28%	0	2%	33	-8%	-22%	13	2%
COc1cc(C(=O)NCCC(C)C)ccc1OCc1ccc(Cl)cc1Cl	-2%	-3%	?	-6%	16	15µM*	?	-6	-6%
CS(=O)(=O)N(Cc1ccccc1)c1ccc(C(=O)NCCSc2ccccn2)cc1	?	8%	3	-26%	2	?	?	-5	0%
CCOc1ccc(-c2cc(CCCC(=O)NCCc3cc(OC)c(OC)c(OC)c3)no2)cc1	.	4%	.	.	.	-37%	-2%	9	.
COc1ccc(OC)c(C2=NOC(C(=O)NCC3CCCO3)C2)c1 (centres undefined)	11%	-3%	-12	-2%	0	?	-13%	-11	8%
O=C(Nc1cc(Cl)ccc1Cl)c1ccco1	-1%	0%	18	4%	17	4%	13%	0	12%
Cc1nc2ncnn2c(C)c1CCC(=O)N1CCN(C(=O)c2ccco2)CC1	-10%	-13%	-10	2%	28	2%	10%	4	3%
Cn1nc(C(C)(C)C)cc1C(=O)N1CCCCC1c1cc(C(=O)Nc2cccc3c2CCCC3)no1 (centres undefined)	.	1%	0	?	-14	?	?	3	?
COCCN(Cc1cc2cc3c(cc2nc1Cl)OCO3)C(=O)Nc1ccc(F)cc1	19%	-1%	-71*	17%	10	?	16µM*	9	-4%
COc1ccc(Cn2cccc(NC(=O)Nc3ccc(C#N)cc3)c2=O)cc1	5%	-7%	2	-25%	-10	-9%	-8%	-13	?
CCn1c(CSc2ncccn2)nnc1SCC(=O)N1c2ccccc2CC1C (centres undefined)	1%	-11%	0	-8%	21	12µM*	7%	7	12%

An excerpt from further up, for reference:
SMILES	SW480 rerep	GLP-1R agonist	IL-1B inflam inh	HT1080 IDH1KD tx	DRD3 antagonist	KB-V1 MDR tox	KB-3-1 tox	DRD3 agonist	HT1080NT lethal
Cc1nc2ncnn2c(C)c1CCC(=O)N1CCN(C(=O)c2ccco2)CC1	-10%	-13%	-10	2%	28	2%	10%	4	3%
Cn1nc(C(C)(C)C)cc1C(=O)N1CCCCC1c1cc(C(=O)Nc2cccc3c2CCCC3)no1 (centres undefined)	.	1%	0	?	-14	?	?	3	?
COCCN(Cc1cc2cc3c(cc2nc1Cl)OCO3)C(=O)Nc1ccc(F)cc1	19%	-1%	-71*	17%	10	?	16µM*	9	-4%
COc1ccc(Cn2cccc(NC(=O)Nc3ccc(C#N)cc3)c2=O)cc1	5%	-7%	2	-25%	-10	-9%	-8%	-13	?

The listing continues.
SMILES	SW480 rerep	GLP-1R agonist	IL-1B inflam inh	HT1080 IDH1KD tx	DRD3 antagonist	KB-V1 MDR tox	KB-3-1 tox	DRD3 agonist	HT1080NT lethal
CN1CCN(c2ccc(NC(=O)c3sc4ccccc4c3Cl)cc2)CC1	4%	-6%	?	-3%	-19	-20%	14%	0	-5%
COc1cccc(-c2onc3ccc(C(C)=O)cc23)c1	-2%	12%	-6	12%	16	-1%	26%	3	9%
CN1C(=O)c2cccc3c(S(=O)(=O)NCCc4ccccc4)ccc1c23	?	19%	15	-15%	9	-26%	-11%	6	-2%
Nc1ccc(NC(=S)Nc2ccccc2)cc1	-3%	-4%	0	3%	24	6%	-6%	4	1%
CCc1cccc(NC(=O)c2c(N3CCCC3=O)c3cc(C)ccc3n2C)c1	.	13%	.	.	.	18µM*	?	6	.
COc1ccc(NC(=O)CCCc2ccccc2)cc1OC	0%	25%	4	-4%	-19	0%	11%	-1	-2%
Cc1nn(-c2ccccc2)nc1C(=O)NNC(=O)c1ccc(C(F)(F)F)cc1	8%	11%	5	0%	4	-4%	5%	7	0%
O=C(N/N=C\c1ccc(-c2ccccc2[N+](=O)[O-])o1)C1COc2ccccc2O1 (centres undefined)	?	-5%	14	8%	4	-21%	23%	3	9%
CC(C)[C@H](NC(=O)OC(C)(C)C)C(=O)N/N=C/c1ccc2nccnc2c1	-18%	-2%	-8	0%	-23	-22%	-10%	2	6%
CCOC(=O)/C=c1\s/c(=C\c2c(OCC)ccc3ccccc23)c(=O)n1CC(=O)NCC1CCCO1 (centres undefined)	23%	1%	-19	?	0	?	?	2	-19%
COc1ccc(S(=O)(=O)NCC2CCCN(Cc3ccc(OC)cc3F)C2)cc1 (centres undefined)	?	5%	-15	-17%	4	-7%	-7%	-14	-17%
CCOC(=O)C1(CCc2ccccc2)CCN(Cc2ccn[nH]2)CC1	-3%	8%	-17	-14%	0	-32%	4%	-14	-8%
Cc1cc(C)cc(OCC(O)CN2CCN(C(=O)c3ccco3)CC2)c1 (centres undefined)	0%	6%	-16	1%	-8	-12%	0%	-2	-2%
CCNC(=O)/C(C#N)=C/c1c(N2CC(C)OC(C)C2)nc2ccccn2c1=O (centres undefined)	12%	-4%	-3	17%	8	?	10%	0	24%
C#Cc1ccc([C@@H]2C=C(C(=O)O)O[C@H](OCC)[C@H]2CCCO)cc1	9%	-4%	12	4%	6	18%	0%	21	10%
CCCn1c2ccccc2c2cc(C(=O)O)ccc21	9%	-3%	-1	0%	-4	9%	7%	3	-9%
CC(=O)NC1=NN(C(C)=O)C2(CCCC2)S1	-1%	3%	14	13%	-6	-8%	-6%	2	13%
N#CCSc1nnc(-c2ccccc2O)n1Cc1ccccc1	1%	0%	22	0%	11	-7%	-7%	-4	12%
S=c1[nH]nc(SCc2ccccc2)c2[nH]cnc12	-19%	15%	27	-8%	-28	?	-6%	-17	-9%
O=C(O)CN1C(=O)c2ccc(Oc3ccc([N+](=O)[O-])cc3)cc2C1=O	-16%	-7%	1	10%	4	?	7%	2	14%

Structures from the list above with a tert-butyl group (3):
SMILES	SW480 rerep	GLP-1R agonist	IL-1B inflam inh	HT1080 IDH1KD tx	DRD3 antagonist	KB-V1 MDR tox	KB-3-1 tox	DRD3 agonist	HT1080NT lethal
Cc1[nH]c(=O)[nH]c(=O)c1/C=N/NC(=O)CCCCCNC(=O)OC(C)(C)C	0%	1%	13	21%	4	3%	11%	4	29%
Cn1nc(C(C)(C)C)cc1C(=O)N1CCCCC1c1cc(C(=O)Nc2cccc3c2CCCC3)no1 (centres undefined)	.	1%	0	?	-14	?	?	3	?
CC(C)[C@H](NC(=O)OC(C)(C)C)C(=O)N/N=C/c1ccc2nccnc2c1	-18%	-2%	-8	0%	-23	-22%	-10%	2	6%

The results go on:
SMILES	SW480 rerep	GLP-1R agonist	IL-1B inflam inh	HT1080 IDH1KD tx	DRD3 antagonist	KB-V1 MDR tox	KB-3-1 tox	DRD3 agonist	HT1080NT lethal
COc1ccc(OCCN(C)CC(=O)Nc2ccccc2SC)cc1	0%	16%	30	-15%	-8	?	-3%	-6	-14%
Cc1ccc(C)n1-n1cnc2sc3c(c2c1=O)CCCCC3	?	3%	-9	-2%	-18	0%	-4%	-1	2%
COc1ccccc1N1CCN(C(=O)CSc2nc(-c3ccco3)cc(C(F)(F)F)n2)CC1	?	-10%	-2	-5%	45	1%	3%	16	-1%
CCCC(c1nnnn1C(C)(C)C)N1CCN(C(=O)c2ccco2)CC1 (centres undefined)	-3%	7%	-3	2%	12	?	4%	-1	-1%
NS(=O)(=O)c1ccc(NC(=O)CCC(=O)c2ccc(Cl)s2)cc1	-5%	6%	10	24%	4	-8%	-3%	-2	25%
CC(=O)c1c(C)n(CC(=O)NCc2ccc3c(c2)OCO3)c2ccccc12	?	0%	-5	-24%	3	2.9µM*	16µM*	13	?
Cc1ccc(Nc2c(-c3ccc(N4CCOCC4)cc3)nc3ccc(C)cn23)cc1	.	11%	.	.	.	0%	-5%	-2	.

One compound at a time (already shown). Values in the order: SW480 rerep	GLP-1R agonist	IL-1B inflam inh	HT1080 IDH1KD tx	DRD3 antagonist	KB-V1 MDR tox	KB-3-1 tox	DRD3 agonist	HT1080NT lethal
Cc1ccc(C)n1-n1cnc2sc3c(c2c1=O)CCCCC3 is entered as ?	3%	-9	-2%	-18	0%	-4%	-1	2%
NS(=O)(=O)c1ccc(NC(=O)CCC(=O)c2ccc(Cl)s2)cc1 is entered as -5%	6%	10	24%	4	-8%	-3%	-2	25%
CCCC(c1nnnn1C(C)(C)C)N1CCN(C(=O)c2ccco2)CC1 (centres undefined) is entered as -3%	7%	-3	2%	12	?	4%	-1	-1%
